NSD2 block – inhibitors of human NSD2, primary screen, biochemical, plate reader, single point; Histone-lysine N-methyltransferase NSD2 (Homo sapiens), O96028; NSD2-SET H3K36me1 DELFIA fluorescence; inhibition, % at 12.5 µM; hit rate 0.07% among 44,000; AID 624260, 2012; in the data active means inhibition above about 54%, passing the limit was not always enough;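 further: inhibitors reduce the monomethyl H3K36 fluorescence signal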
Target sequence (O96028 whole entry, looked up): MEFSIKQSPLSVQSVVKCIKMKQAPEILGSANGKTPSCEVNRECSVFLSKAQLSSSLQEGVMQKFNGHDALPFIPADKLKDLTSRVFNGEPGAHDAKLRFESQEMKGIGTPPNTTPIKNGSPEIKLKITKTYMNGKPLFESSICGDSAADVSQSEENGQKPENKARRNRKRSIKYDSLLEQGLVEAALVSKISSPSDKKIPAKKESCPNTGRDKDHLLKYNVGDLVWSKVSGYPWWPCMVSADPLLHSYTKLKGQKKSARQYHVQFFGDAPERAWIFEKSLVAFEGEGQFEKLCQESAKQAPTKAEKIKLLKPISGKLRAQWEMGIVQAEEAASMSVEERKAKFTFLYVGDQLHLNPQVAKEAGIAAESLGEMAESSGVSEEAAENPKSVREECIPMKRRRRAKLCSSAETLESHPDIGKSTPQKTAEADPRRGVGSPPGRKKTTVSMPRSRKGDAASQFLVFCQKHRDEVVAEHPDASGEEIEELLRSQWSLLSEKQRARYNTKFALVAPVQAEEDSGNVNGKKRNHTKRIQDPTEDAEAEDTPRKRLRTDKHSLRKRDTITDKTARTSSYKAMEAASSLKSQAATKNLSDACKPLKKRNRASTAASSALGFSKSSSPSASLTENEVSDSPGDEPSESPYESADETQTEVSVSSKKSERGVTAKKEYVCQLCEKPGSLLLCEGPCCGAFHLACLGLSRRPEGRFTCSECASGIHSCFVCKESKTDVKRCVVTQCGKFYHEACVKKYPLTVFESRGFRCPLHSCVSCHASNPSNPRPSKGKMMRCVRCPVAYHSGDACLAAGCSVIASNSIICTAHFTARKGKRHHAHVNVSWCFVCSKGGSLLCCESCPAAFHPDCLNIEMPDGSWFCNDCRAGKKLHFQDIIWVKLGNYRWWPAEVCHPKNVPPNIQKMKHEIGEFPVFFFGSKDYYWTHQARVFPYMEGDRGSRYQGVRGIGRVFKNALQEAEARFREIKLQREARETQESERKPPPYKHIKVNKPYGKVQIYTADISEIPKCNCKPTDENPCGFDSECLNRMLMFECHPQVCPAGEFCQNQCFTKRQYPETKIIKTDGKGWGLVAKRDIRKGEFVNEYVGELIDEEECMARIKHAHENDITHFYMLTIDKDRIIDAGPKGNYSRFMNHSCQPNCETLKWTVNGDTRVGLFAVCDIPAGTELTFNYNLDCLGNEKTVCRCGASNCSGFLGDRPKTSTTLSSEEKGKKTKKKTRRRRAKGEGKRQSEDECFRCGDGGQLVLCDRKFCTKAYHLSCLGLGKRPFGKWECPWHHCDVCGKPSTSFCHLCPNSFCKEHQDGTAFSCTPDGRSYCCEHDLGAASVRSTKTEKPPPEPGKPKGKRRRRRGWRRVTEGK
The depositor's hits bear a star; i = inactive. This is a subset. The share of hits here may be higher or lower than overall.

NSD2 block,Compound
5,Cc1noc(C)c1S(=O)(=O)Nc1ccc2c(c1)C(=O)N([C@@H](C)CO)C[C@H](C)[C@H](CN(C)S(=O)(=O)c1cccs1)O2
1,C[C@H](CO)N1C[C@H](C)[C@@H](CN(C)Cc2ccc(-c3ccccc3)cc2)Oc2ccc(NS(=O)(=O)c3ccc(F)cc3)cc2CC1=O
7,C[C@H](CO)N1C[C@H](C)[C@@H](CN(C)C(=O)Nc2cccc(F)c2)OCc2cnnn2CCCC1=O
-1,C[C@@H]1CN([C@@H](C)CO)C(=O)c2cccc(NC(=O)c3cnccn3)c2O[C@H]1CN(C)S(=O)(=O)c1cccs1
-9,Cc1ccccc1-c1cnc2c(c1)C(=O)N([C@@H](C)CO)C[C@@H](C)[C@H](CN(C)Cc1cccnc1)O2
-6,CCCC#Cc1ccc2c(c1)O[C@@H](CN(C)C(=O)NC(C)C)[C@H](C)CN([C@H](C)CO)S2(=O)=O
0,CC(C)NC(=O)N(C)C[C@H]1Oc2ccc(NC(=O)CCCCCC(=O)Nc3ccccc3N)cc2C(=O)N([C@@H](C)CO)C[C@H]1C
2,CNC[C@H]1Oc2ccc(NC(=O)CCCN(C)C)cc2C(=O)N([C@@H](C)CO)C[C@H]1C
2,C[C@H](O)C#Cc1ccc2c(c1)O[C@@H](CN(C)C(=O)CN(C)C)[C@@H](C)CN([C@@H](C)CO)S2(=O)=O
-4,C[C@H](CO)N1C[C@H](C)[C@@H](CN(C)CC2CC2)Oc2ccc(NC(=O)C3CC3)cc2CC1=O
-2,C[C@H]1CN([C@@H](C)CO)C(=O)c2cc(NS(=O)(=O)c3ccc(Cl)cc3)ccc2O[C@@H]1CN(C)C(=O)Nc1ccc2c(c1)OCO2
-1,C[C@H]1CCCCO[C@@H](CN(C)C(=O)c2ccncc2)[C@@H](C)CN([C@@H](C)CO)C(=O)c2cc(NS(C)(=O)=O)ccc2O1
-2,Cn1cnc(S(=O)(=O)N[C@@H]2CC[C@H](CC(=O)N3CCN(c4ccccc4)CC3)O[C@@H]2CO)c1
2,c1ccc2nc(C3=NCCN3)cnc2c1
-4,COc1ccc(-n2nc3c(c2NC(=O)c2ccccc2C(F)(F)F)CSC3)cc1
-3,C=C(C)[C@@H]1CC=C(/C=N/NC(=O)CCCCCCC(=O)OC)CC1
-3,CCCNC(=O)N(C)C[C@@H]1Oc2cc(C3=CCCCC3)ccc2S(=O)(=O)N([C@@H](C)CO)C[C@@H]1C
-7,C[C@@H]1CC[C@]2(C(=O)O)CC[C@]3(C)C(=CCC4[C@@]5(C)CC[C@@H](O)[C@](C)(C(=O)O)C5CC[C@]43C)C2[C@H]1C (stereo partly specified)
2,C[C@H](CO)N1C[C@H](C)[C@@H](CN(C)C(=O)CCN2CCCCC2)Oc2ncc(C#CCN(C)C)cc2C1=O
14,C[C@@H]1CN([C@@H](C)CO)C(=O)CCCn2cc(nn2)CO[C@H]1CN(C)Cc1ccc2cccnc2c1
11,O=C(CC1c2ccccc2Oc2ccccc21)NCCOc1ccccc1Cl
2,Cc1ccc(S(=O)(=O)Nc2cccc3c2O[C@H](CN(C)S(=O)(=O)c2ccccc2)[C@@H](C)CN([C@H](C)CO)C3=O)cc1
9,CNCCCC1c2ccccc2C=Cc2ccccc21
3,CC(C)NC(=O)N(C)C[C@@H]1Oc2ncc(C#CC3CC3)cc2C(=O)N([C@@H](C)CO)C[C@H]1C

Individual results from the entries so far:
For NSD2 block, `C[C@H](CO)N1C[C@H](C)[C@@H](CN(C)Cc2ccc(-c3ccccc3)cc2)Oc2ccc(NS(=O)(=O)c3ccc(F)cc3)cc2CC1=O` reads 1
For NSD2 block, `CNC[C@H]1Oc2ccc(NC(=O)CCCN(C)C)cc2C(=O)N([C@@H](C)CO)C[C@H]1C` reads 2
For NSD2 block, `Cn1cnc(S(=O)(=O)N[C@@H]2CC[C@H](CC(=O)N3CCN(c4ccccc4)CC3)O[C@@H]2CO)c1` reads -2
For NSD2 block, `CC(C)NC(=O)N(C)C[C@H]1Oc2ccc(NC(=O)CCCCCC(=O)Nc3ccccc3N)cc2C(=O)N([C@@H](C)CO)C[C@H]1C` reads 0

Following part:
NSD2 block,Compound
1,C[C@@H]1CCCCO[C@@H](CN(C)CC2CCCCC2)[C@@H](C)CN([C@H](C)CO)C(=O)c2cc(NC(=O)Nc3ccccc3)ccc2O1
1,Cc1cc(C(=O)Nc2cccc3c2O[C@H](CN(C)Cc2ccc(C(=O)Nc4ccccc4N)cc2)[C@@H](C)CN([C@@H](C)CO)C3=O)n(C)n1
2,Cc1noc(C)c1S(=O)(=O)Nc1ccc2c(c1)C(=O)N([C@H](C)CO)C[C@H](C)[C@@H](CN(C)C(=O)Nc1ccccc1)OCCCC[C@@H](C)O2
-7,C=C(C(=O)O)C(CCCCCC)C(=O)O (stereo unspecified)
2,CC(=O)N(C)C[C@@H]1Oc2ncc(C#C[C@H](C)O)cc2C(=O)N([C@@H](C)CO)C[C@H]1C
-4,CC(C)(O)[C@@H]1Cc2cc3ccc(=O)oc3cc2O1
8,CNC[C@H]1Oc2cc(C#Cc3ccc(F)cc3)ccc2S(=O)(=O)N([C@@H](C)CO)C[C@@H]1C
0,C/C=C/c1ccc2c(c1)O[C@@H](CN(C)C(=O)c1ccc3c(c1)OCO3)[C@@H](C)CN([C@@H](C)CO)S2(=O)=O
0,C[C@@H]1CN([C@@H](C)CO)C(=O)c2ccccc2-c2ccccc2CO[C@@H]1CN(C)C(=O)Nc1ccc(F)cc1
i,C[C@@H]1CN([C@@H](C)CO)C(=O)c2cc(NC(=O)C3CCCCC3)ccc2O[C@@H](C)CCCCO[C@H]1CN(C)CC1CCCCC1
-3,C[C@@H]1CN([C@H](C)CO)C(=O)Cc2cc(NC(=O)C3CC3)ccc2O[C@@H]1CN(C)Cc1ccncc1
2,C[C@H]1CN([C@@H](C)CO)C(=O)c2cc(C#CCN(C)C)cnc2O[C@@H]1CN(C)Cc1ccccc1F
3,COc1ccc(CN(C)C[C@H]2OCCCC[C@@H](C)Oc3ccc(NS(=O)(=O)c4ccc(F)cc4)cc3C(=O)N([C@H](C)CO)C[C@H]2C)cc1
4,C/C=C/c1cnc2c(c1)C(=O)N([C@@H](C)CO)C[C@H](C)[C@@H](CN(C)S(=O)(=O)c1cn(C)cn1)O2
0,CC(C)NC(=O)N(C)C[C@@H]1OCCCC[C@H](C)Oc2ccc(NC(=O)c3ccccc3)cc2C(=O)N([C@@H](C)CO)C[C@H]1C
-2,C=C1CC[C@H](O)CC1=C/C=C1\CCC[C@]2(C)[C@@H]([C@H](C)CC[C@@H](O)C(C)(C)O)CC[C@@H]12
2,O=C(C[C@H]1C[C@@H]2c3cc(NC(=O)C4CCC4)ccc3O[C@@H]2[C@@H](CO)O1)NCc1ccc(Cl)cc1
-4,C[C@@H]1CN([C@@H](C)CO)S(=O)(=O)c2ccc(Br)cc2O[C@H]1CN(C)Cc1ccccn1
0,C[C@@H]1CN([C@H](C)CO)C(=O)c2cc(C3=CCCCC3)cnc2O[C@@H]1CN(C)C(=O)Cc1ccncc1
9,COc1ccc(CN(C)C[C@H]2Oc3c(NS(=O)(=O)c4cccs4)cccc3C(=O)N([C@@H](C)CO)C[C@@H]2C)cc1
-5,CC(C)CC#Cc1cnc2c(c1)C(=O)N([C@H](C)CO)C[C@@H](C)[C@@H](CN(C)C(=O)c1cnccn1)O2
-4,COc1ccccc1NC(=O)N(C)C[C@@H]1Oc2ncc(C#CCC(C)C)cc2C(=O)N([C@@H](C)CO)C[C@H]1C
-1,CC(C)NC(=O)Nc1cccc2c1O[C@@H](CN(C)S(C)(=O)=O)[C@@H](C)CN([C@@H](C)CO)C2=O
-2,C[C@@H]1CN([C@@H](C)CO)S(=O)(=O)c2ccc(C#CCC3CCCC3)cc2O[C@@H]1CN(C)C(=O)CN(C)C
4,COc1ccc(CN(C)C[C@@H]2Oc3ccc(NC(=O)Cc4ccccc4)cc3C(=O)N([C@H](C)CO)C[C@H]2C)cc1
16,C[C@@H]1CN([C@@H](C)CO)S(=O)(=O)c2ccc(-c3ccncc3)cc2O[C@@H]1CN(C)C(=O)c1ccc2c(c1)OCO2
-2,CC(C)C#Cc1ccc2c(c1)O[C@@H](CN(C)Cc1ccccc1)[C@H](C)CN([C@H](C)CO)S2(=O)=O
-4,COc1cc(OC)cc(OC)c1
2,COc1ccc(S(=O)(=O)N(C)C[C@H]2Oc3ccc(NS(=O)(=O)c4ccc(C)cc4)cc3C(=O)N([C@@H](C)CO)C[C@H]2C)cc1
-5,C[C@@H]1CCCCO[C@@H](CN(C)C(=O)Cc2ccccc2)[C@H](C)CN([C@@H](C)CO)C(=O)c2cc(NC(=O)Nc3ccc(C(F)(F)F)cc3)ccc2O1
10,C[C@@H]1CN([C@@H](C)CO)C(=O)c2cc(N(C)C)ccc2O[C@@H]1CN(C)C(=O)Nc1cccc2ccccc12
8,C[C@H](CO)N1C[C@H](C)[C@H](CN(C)CC2CC2)Oc2cc(C3=CCCCC3)ccc2S1(=O)=O
-1,Cc1noc(C)c1NC(=O)Nc1ccc2c(c1)C(=O)N([C@@H](C)CO)C[C@H](C)[C@H](CN(C)C(=O)NC(C)C)O2
-3,C[C@@H]1CN([C@@H](C)CO)C(=O)c2cc(-c3ccccc3)cnc2O[C@@H]1CN(C)C(=O)Nc1ccc2c(c1)OCO2
-7,Cc1noc(C)c1NC(=O)Nc1ccc2c(c1)C(=O)N([C@H](C)CO)C[C@@H](C)[C@H](CN(C)Cc1ccc(C(F)(F)F)cc1)OCCCC[C@H](C)O2
2,C[C@H]1CN([C@@H](C)CO)C(=O)Cc2cc(NC(=O)Cc3ccccc3)ccc2O[C@H]1CN(C)C(=O)NC1CCCCC1
4,CCC(=O)N(C)C[C@H]1Oc2cc(-c3cccc(C#N)c3)ccc2S(=O)(=O)N([C@@H](C)CO)C[C@@H]1C
5,COc1ccc(S(=O)(=O)N(C)C[C@@H]2Oc3ccc(NC(=O)Nc4cccc5ccccc45)cc3CC(=O)N([C@@H](C)CO)C[C@@H]2C)cc1
3,C[C@H](CO)N1C[C@H](C)[C@@H](CN(C)C(=O)c2ccncc2)OCCCC[C@H](C)Oc2ccc(NS(C)(=O)=O)cc2C1=O
2,CNC[C@H]1Oc2c(NC(=O)C3CCOCC3)cccc2C(=O)N([C@@H](C)CO)C[C@@H]1C

Three compounds already listed, ordered by length of the SMILES, descending.
NSD2 block,Compound
-7,Cc1noc(C)c1NC(=O)Nc1ccc2c(c1)C(=O)N([C@H](C)CO)C[C@@H](C)[C@H](CN(C)Cc1ccc(C(F)(F)F)cc1)OCCCC[C@H](C)O2
2,C[C@H]1CN([C@@H](C)CO)C(=O)Cc2cc(NC(=O)Cc3ccccc3)ccc2O[C@H]1CN(C)C(=O)NC1CCCCC1
2,CNC[C@H]1Oc2c(NC(=O)C3CCOCC3)cccc2C(=O)N([C@@H](C)CO)C[C@@H]1C

Next part.
NSD2 block,Compound
-1,COc1ccc(NC(=O)O[C@H]2[C@H](OC(=O)Nc3ccccc3)[C@H](OC(=O)Nc3ccccc3)[C@@H](OC)O[C@@H]2CO)cc1
-10,C[C@@H]1CN([C@H](C)CO)S(=O)(=O)c2ccc(C#CC3CCCC3)cc2O[C@@H]1CN(C)Cc1ccccc1C(=O)O
13,CNC[C@H]1Oc2c(NC(=O)c3ccc(-c4nccs4)cc3)cccc2C(=O)N([C@@H](C)CO)C[C@H]1C
8,C[C@H](CO)N1C[C@H](C)[C@H](CN(C)C)Oc2ccc(NC(=O)Nc3ccccc3)cc2C1=O
6,COc1ccc(-c2ccc3c(c2)O[C@@H](CN(C)C(=O)Nc2ccccc2F)[C@H](C)CN([C@@H](C)CO)S3(=O)=O)cc1
-9,CC(C)CC#Cc1ccc2c(c1)O[C@H](CN(C)C(=O)Nc1ccccc1F)[C@H](C)CN([C@@H](C)CO)S2(=O)=O
-5,O=C(Nc1ccccc1)Nc1ccc2c(c1)[C@@H]1C[C@@H](CC(=O)N3CCOCC3)O[C@@H](CO)[C@@H]1O2
-6,C[C@@H]1CN([C@H](C)CO)C(=O)c2cccc(NC(=O)Nc3ccc(F)cc3)c2O[C@@H]1CN(C)Cc1ccc(C(F)(F)F)cc1

Filtered by structure: the entries above containing a Cl atom.
NSD2 block,Compound
-2,C[C@H]1CN([C@@H](C)CO)C(=O)c2cc(NS(=O)(=O)c3ccc(Cl)cc3)ccc2O[C@@H]1CN(C)C(=O)Nc1ccc2c(c1)OCO2
11,O=C(CC1c2ccccc2Oc2ccccc21)NCCOc1ccccc1Cl
2,O=C(C[C@H]1C[C@@H]2c3cc(NC(=O)C4CCC4)ccc3O[C@@H]2[C@@H](CO)O1)NCc1ccc(Cl)cc1

Remaining list, next part:
NSD2 block,Compound
2,CC(C)C[C@@H]1NC(=O)[C@@H]2C[C@H](C(=O)NCc3ccc(F)cc3)[C@H](c3cccc(OCCO)c3)N2C1=O
0,CC1CC(=O)[C@]2(O)C(C(=O)OCCc3ccc(O)c(O)c3)=CO[C@@H](O[C@@H]3O[C@H](CO)[C@@H](O)[C@H](O)[C@H]3O)[C@H]12 (stereo partly specified)
-1,CC(C)C#Cc1cnc2c(c1)C(=O)N([C@H](C)CO)C[C@H](C)[C@@H](CN(C)C(=O)CCN1CCCCC1)O2
3,O=C(C[C@@H]1CC[C@@H](NC(=O)C2CCOCC2)[C@@H](CO)O1)NCC1CCCCC1
-1,C[C@@H]1CN([C@H](C)CO)C(=O)c2cccc(NS(=O)(=O)c3ccc(F)cc3)c2O[C@@H]1CN(C)CC1CCCCC1
-6,C[C@@H]1CCCCO[C@@H](CN(C)C(=O)Nc2ccc3c(c2)OCO3)[C@H](C)CN([C@@H](C)CO)C(=O)c2cc(NC(=O)c3ccccc3)ccc2O1
1,C[C@@H]1CN([C@@H](C)CO)C(=O)Cc2cc(NC(=O)c3ccncc3)ccc2O[C@H]1CN(C)S(=O)(=O)c1cn(C)cn1
0,C[C@H](CO)N1C[C@H](C)[C@H](CN(C)Cc2ccncc2)Oc2ccc(NC(=O)NC3CCCCC3)cc2C1=O
-2,C[C@@H]1CN([C@H](C)CO)C(=O)Cc2cc(NS(C)(=O)=O)ccc2O[C@H]1CN(C)Cc1ccccc1
-1,C[C@@H]1CN([C@@H](C)CO)C(=O)Cc2cc(NC(=O)c3ccncc3)ccc2O[C@@H]1CN(C)Cc1ccncc1
2,O=C(C[C@@H]1CC[C@@H](NS(=O)(=O)c2ccccc2F)[C@@H](CO)O1)NCCCN1CCOCC1
-1,C[C@H](CO)N1C[C@H](C)[C@H](CN(C)Cc2ccc(Oc3ccccc3)cc2)Oc2ncc(-c3cccnc3)cc2C1=O

Screens: PubChem BioAssay, Broad Institute
